Source: PubChem
OX1R antag-1: blocks the human orexin 1 receptor. O43613. CHO/OX1R cells, Fluo-8 calcium fluorescence, orexin A. AID 434989. 330,000 tested, 0.43% active. inhibition, % at 5 µM;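 active = inhibition above its plate's threshold, mean inhibition of all tested compounds on the plate plus 3 SD, cut at about 37% in these data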;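 also: 0% = orexin A challenge wells and 100% = SB-334867-A antagonist wells; not every result past the cut was called active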
Target sequence (O43613 whole entry, looked up): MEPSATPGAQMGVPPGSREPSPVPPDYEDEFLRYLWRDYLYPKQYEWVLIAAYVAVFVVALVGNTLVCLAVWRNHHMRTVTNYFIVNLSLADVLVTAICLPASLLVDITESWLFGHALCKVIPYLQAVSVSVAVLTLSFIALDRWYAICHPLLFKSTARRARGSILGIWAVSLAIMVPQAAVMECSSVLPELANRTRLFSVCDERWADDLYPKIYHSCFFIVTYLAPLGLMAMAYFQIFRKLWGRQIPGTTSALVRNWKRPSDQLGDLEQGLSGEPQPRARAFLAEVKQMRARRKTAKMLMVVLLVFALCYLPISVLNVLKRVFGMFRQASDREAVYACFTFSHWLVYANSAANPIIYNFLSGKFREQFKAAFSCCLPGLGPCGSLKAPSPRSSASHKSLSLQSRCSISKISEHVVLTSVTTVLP
OX1R antag-2: antagonists of human orexin 1 receptor (OX1R) | AID 485270 | 330,000 tested, 1.8% active | OX1R-expressing cells, FRET antagonist read-out | inhibition, % at 6.6 µM | O43613; in the data active = inhibition mostly above about 38%, no sharp cut-off; inactive = mostly below about 40%;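 also: 0% = agonist challenge alone and 100% = reference antagonist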
CHT PAM: allosteric activators of human choline transporter CHT; Q9GZV3; CHT-expressing cells, membrane potential dye, choline EC20; active compounds read high; LV-AA mutant CHT in HEK293 cells; B-score at 10 µM; 310,000 tested, 0.49% active;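 active = initial fluorescence not abnormally high and integrated response B-score, plate-corrected, over 3 SD above library mean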
Target sequence (Q9GZV3 whole entry, looked up): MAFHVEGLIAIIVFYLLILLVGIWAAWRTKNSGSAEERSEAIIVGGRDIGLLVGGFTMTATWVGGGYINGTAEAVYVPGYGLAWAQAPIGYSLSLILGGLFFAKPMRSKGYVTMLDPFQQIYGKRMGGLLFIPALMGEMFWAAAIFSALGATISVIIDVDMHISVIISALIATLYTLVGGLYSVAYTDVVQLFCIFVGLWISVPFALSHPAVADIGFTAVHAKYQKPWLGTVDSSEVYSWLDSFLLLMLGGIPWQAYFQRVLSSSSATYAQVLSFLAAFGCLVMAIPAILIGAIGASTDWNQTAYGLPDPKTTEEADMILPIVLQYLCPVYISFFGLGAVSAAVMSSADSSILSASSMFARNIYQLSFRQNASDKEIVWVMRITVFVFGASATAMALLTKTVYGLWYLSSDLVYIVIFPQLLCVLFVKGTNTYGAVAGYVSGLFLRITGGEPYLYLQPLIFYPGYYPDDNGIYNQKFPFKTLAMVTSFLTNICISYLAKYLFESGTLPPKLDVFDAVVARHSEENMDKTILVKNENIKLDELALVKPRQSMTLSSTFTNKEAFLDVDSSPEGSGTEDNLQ
Active calls of the source: *; i = inactive; . = not tested or not shown; & = joins results of further samples.

Preview:
SMILES | OX1R antag-1 | OX1R antag-2 | CHT PAM
O=C(Oc1ccc(Cl)c2cccnc12)N1CCOCC1 | -7 | 13 | i
N=c1oc2ccc(Br)cc2cc1C(=O)NCc1ccc(F)cc1 | -4 | 19 | i
CCC(C)Nc1nc(CN2CCOCC2)nc2sc3c(c12)CCC3 (centres undefined) | -30 | 25 | 8.4*
COC(=O)Cc1c(C)c2ccc(OCC(=O)N3CCCC(C)C3)c(C)c2oc1=O (centres undefined) | -14 | 15 | i
CC(C)(C)CC(=O)NC(=S)Nc1ccccc1[N+](=O)[O-] | -6 | 10 | i
CC(C)(C)C(=O)NC(=S)Nc1cccc(C(=O)O)c1 | 2 | 28 | i
CCOC(=O)Cc1csc(NC(=O)COc2ccc(N(C)S(=O)(=O)c3cccs3)cc2)n1 | 6 | 37 | i
O=c1n(-c2cccc(Cl)c2)c(=O)n2n1CCC2 | 0 | 25 | i
COc1ccc(CNC(=O)CS(=O)Cc2nc(-c3ccc(C)cc3)oc2C)cc1 (centres undefined) | -37 | 11 | i
Cc1ccc(C)c(N2CCN(C(=O)c3ccc(CS(=O)Cc4ccc(Cl)cc4)o3)CC2)c1 (centres undefined) | 48 | 0 | i
CC(On1nnc2ccccc21)C(=O)N1CCN(Cc2ccccc2)CC1 (centres undefined) | -24 | 10 | i
O=C(NNC(=S)NC(=O)c1ccccc1)c1ccc(O)cc1 | 6 | -3 | i
CN(CC(=O)Nc1ccccc1C(=O)N1CCCC1)S(=O)(=O)c1ccc(Br)cc1 | -23 | 9 | i
CCN(C(=S)Nc1cccnc1)c1cccc2ccccc12 | 16 | 35 | i
COC(=O)C(CO)NC(=O)C(C)NC(=O)CNC(=O)OCc1ccccc1 (centres undefined) | -5 | 4 | i
CN(CCOC(=O)/C=C/c1ccco1)Cc1ccccc1 | -39 | 16 | i

Main list (from the top)
SMILES | OX1R antag-1 | OX1R antag-2 | CHT PAM
O=C(Oc1ccc(Cl)c2cccnc12)N1CCOCC1 | -7 | 13 | i
N=c1oc2ccc(Br)cc2cc1C(=O)NCc1ccc(F)cc1 | -4 | 19 | i
CCC(C)Nc1nc(CN2CCOCC2)nc2sc3c(c12)CCC3 (centres undefined) | -30 | 25 | 8.4*
COC(=O)Cc1c(C)c2ccc(OCC(=O)N3CCCC(C)C3)c(C)c2oc1=O (centres undefined) | -14 | 15 | i
CC(C)(C)CC(=O)NC(=S)Nc1ccccc1[N+](=O)[O-] | -6 | 10 | i
CC(C)(C)C(=O)NC(=S)Nc1cccc(C(=O)O)c1 | 2 | 28 | i
CCOC(=O)Cc1csc(NC(=O)COc2ccc(N(C)S(=O)(=O)c3cccs3)cc2)n1 | 6 | 37 | i
O=c1n(-c2cccc(Cl)c2)c(=O)n2n1CCC2 | 0 | 25 | i
COc1ccc(CNC(=O)CS(=O)Cc2nc(-c3ccc(C)cc3)oc2C)cc1 (centres undefined) | -37 | 11 | i
Cc1ccc(C)c(N2CCN(C(=O)c3ccc(CS(=O)Cc4ccc(Cl)cc4)o3)CC2)c1 (centres undefined) | 48 | 0 | i
CC(On1nnc2ccccc21)C(=O)N1CCN(Cc2ccccc2)CC1 (centres undefined) | -24 | 10 | i
O=C(NNC(=S)NC(=O)c1ccccc1)c1ccc(O)cc1 | 6 | -3 | i
CN(CC(=O)Nc1ccccc1C(=O)N1CCCC1)S(=O)(=O)c1ccc(Br)cc1 | -23 | 9 | i
CCN(C(=S)Nc1cccnc1)c1cccc2ccccc12 | 16 | 35 | i
COC(=O)C(CO)NC(=O)C(C)NC(=O)CNC(=O)OCc1ccccc1 (centres undefined) | -5 | 4 | i
CN(CCOC(=O)/C=C/c1ccco1)Cc1ccccc1 | -39 | 16 | i
CCOc1cc(/C=N/NC(=O)c2ccccn2)ccc1OC(=O)c1ccc(F)cc1 | -40 | -5 | i
CCOC(=O)N1CCC(NC(=O)CCN2C(=O)COc3ccccc32)CC1 | -2 | 7 | i
CNC(=O)c1nc(C)n(-c2cc(Cl)cc(Cl)c2)n1 | -4 | 12 | i
COc1cccc(/C=C2\SC(=S)N(NS(=O)(=O)c3ccc(C)cc3)C2=O)c1OC | 4 | 14 | i
CC1CCCN(C(=O)c2ccc3c(c2NCCO)C(=O)c2ccccc2C3=O)C1 (centres undefined) | -33 | 66 | i
Cc1ccc(NC(=O)CSC2=NN3CCCC(=O)N=C3S2)c(C)c1 | -14 | 21 | i
CCOc1cc2c(cc1OC)C(NC(=O)C(F)(F)F)CC2=O (centres undefined) | 1 | 5 | i
CCOC(=O)c1sc(NC(=O)CN2CC(C)OC(C)C2)nc1C (centres undefined) | -19 | 0 | i
O=C(O)CCN1C(=O)c2ccc(NC(=O)CSc3ccccc3)cc2C1=O | -4 | 25 | i

Other structures
SMILES | OX1R antag-1 | OX1R antag-2 | CHT PAM
COc1ccccc1CCNS(=O)(=O)c1cc2c3c(c1)CCN3C(=O)CC2 | 10 | 25 | i
CC(C)(C)n1nnnc1C(c1cccnc1)N1CCOCC1 (centres undefined) | -5 | 16 | i
COc1ccc(C(C)=O)cc1COc1ncnc2ccccc12 | -27 | 4 | i
CCOC(=O)c1oc2ccccc2c1COC(=O)CNC(=O)c1ccco1 | -12 | 18 | i
CC(C)(C)OC(=O)N1CCN(C(=O)OCC2c3ccccc3-c3ccccc32)CC1C(=O)O (centres undefined) | -3 | 15 | i
CCOC(=O)N1CCN(C(=O)CSc2ccccc2)CC1 | -1 | 2 | i
Cc1ccc(S(=O)(=O)N2CCOCC2)cc1C(=O)OCC(=O)N(Cc1ccccc1)C(C)C | 21 | 15 | .
S=c1[nH]nc(C2CCCCC2)n1/N=C/c1ccc(Cl)cc1 | -17 | -4 | i
O=C(O)c1ccc(N2C(=O)CC(N3CCN(c4cccc(Cl)c4)CC3)C2=O)cc1 (centres undefined) | -6 | 0 | i
C=CCn1c(SCC(=O)Nc2nncs2)nnc1-c1ccco1 | -2 | 10 | i
Cc1cc(C)cc(NC(=O)N2CCC(C(=O)c3ccc(F)cc3)CC2)c1 | -12 | 4 | i
CC1CC(C)(C)CC2(C1)NC(=O)N(CC(=O)Nc1ccc(N3CCCCC3)cc1)C2=O (centres undefined) | -7 | 2 | i
CCOc1c(Br)cc(/C=N\NC(=O)c2ccccc2)cc1OC | -32 | 13 | i
O=c1oc(Nc2ccc(F)cc2)nc2ccccc12 | -9 | 5 | i
Cc1ccc(/C=N/NC(=O)C2CC(=O)N(c3ccccc3)C2)s1 (centres undefined) | -23 | 23 | i
C=CCc1c(OC)ccc2ccc(=O)oc12 | -12 | 10 | i
CN1CCC(N(C)C(=O)c2cc(S(=O)(=O)N3CCOCC3)ccc2Cl)CC1 | -6 | 8 | .
COc1ccc(NC(=S)NC(=O)Cc2ccccc2)c(OC)c1 | -17 | -3 | i
C=CCOc1ccc(C(=O)n2cc(C(=O)OC)c3ccccc32)cc1 | -24 | -5 | i
CCOc1ccc(NC(=O)CSc2nc3c(c(=O)n2-c2ccccc2OC)SCC3)cc1 | -24 | 10 | i
CCCOc1ccc(C(C)=O)cc1CSCCC#N | -24 | 31 | i
O=S(=O)(NCCOc1ccc(F)cc1)c1ccc2c(c1)OCCO2 | -3 | 12 | i
Cc1ccccc1CN1C(=O)Nc2ccccc2C(=O)N1C(C)(C)C | -20 | 19 | i
O=C(CCC(=O)OCc1ccc(C(=O)Oc2ccccc2)cc1)Nc1cccc2ccccc12 | -12 | 14 | i
Cc1cc(SCC(=O)NCCN2C(=O)CSC2=O)nc2ccccc12 | 5 | 16 | i

(continued)
SMILES | OX1R antag-1 | OX1R antag-2 | CHT PAM
Cc1ccc(C)c(S(=O)(=O)Nc2ccc(O)c(Sc3ncn[nH]3)c2)c1 | -9 | 8 | i
CCCC(=O)c1cc2c(cc1NC(=O)c1ccccc1F)OCCO2 | -29 | 12 | i
COc1cccc2cc(C(=O)NC(C)C3CCCO3)c(=O)oc12 (centres undefined) | -7 | 21 | i
CNc1oc(-c2cccc3ccccc23)nc1C#N | 92* | 90* | i
N#CCCN(C(=O)COC(=O)c1nc(Cl)ccc1Cl)c1ccccc1 | -10 | 26 | i
CCN1CCN(c2ccc(S(=O)(=O)N3CCOCC3)cc2NC(=O)C(C)Oc2ccc(Cl)cc2)CC1 (centres undefined) | -32 | 9 | i
O=C(NCC1CCCO1)c1c(O)c2c([nH]c1=O)CCCC2 (centres undefined) | -17 | 32 | i
CC1CCc2c(nc3ncnn3c2Nc2ccc(OC(F)(F)F)cc2)C1 (centres undefined) | -37 | 9 | i
COc1ccc(Nc2ccc([N+](=O)[O-])cn2)cn1 | -23 | 22 | i
CCCC1N2CC3([N+](=O)[O-])CN1CC([N+](=O)[O-])(C2)C3(C)C (centres undefined) | 5 | 14 | i
N#Cc1cccn1-c1nccs1 | -3 | 24 | i
Oc1ccccc1C1=Nc2ncnn2C(c2ccccc2)C1 (centres undefined) | -22 | 11 | i
Cc1cc(C)c(C(=O)N2CCCC(C(=O)c3cc(F)ccc3F)C2)o1 (centres undefined) | -29 | 18 | i
O=C(O)c1ccc(-c2nc3ccccc3[nH]2)cc1 | -7 | 10 | i
CC(=O)NN1C(=O)/C(=C/c2ccc(C(C)C)cc2)SC1=S | -21 | 11 | i
COc1cc([N+](=O)[O-])ccc1NC(=O)CN(C)C | 8 | 19 | i
Cc1cc(C)n(C(=O)CNC(=O)c2cccc(Br)c2)n1 | -12 | 26 | i
NS(=O)(=O)c1ccc(S(=O)(=O)NCCc2ccccc2)cc1 | 11 | 4 | i
CCCOc1ccc2oc(=O)c3c(c2c1)CCCN3C(=O)CN1CCCC(C(=O)OCC)C1 (centres undefined) | -25 | 6 | i
CCOc1ccc(NC(=O)N2CCC(C(N)=O)(N3CCCCC3)CC2)cc1 | 3 | 8 | i
CCN(CC)CCNS(=O)(=O)c1ccc(/C=C/C(=O)O)cc1 | -18 | 11 | i
COCCN(Cc1ccccc1)C(=O)c1cccc(S(=O)(=O)N2CCN(c3ccccc3)CC2)c1 | -38 | 21 | i
CSc1ccc(S(=O)(=O)N2c3ccccc3CC2C)cc1 (centres undefined) | -16 | 29 | i
Cc1ccc(NC(=S)NC(NC(=O)Cc2cccc3ccccc23)C(Cl)(Cl)Cl)cc1 (centres undefined) | -7 | 19 | i
CCc1cc[n+](-c2nc3ccccc3nc2C(=C=[N-])C#N)cc1 | -14 | 74* | i

The results go on:
SMILES | OX1R antag-1 | OX1R antag-2 | CHT PAM
CC(C)P(=O)(c1cccc(C(=O)O)c1)C(C)C | 1 | 9 | i
COc1ccc(OC)c(CNC(=O)C2CCN(C(=O)N(C)C)CC2)c1 | -14 | 7 | i
S=c1nc[nH]c2nc[nH]c12 | -11&-13 | 17&15 | i
CCOc1ccc(CN(C(=O)c2cc3ccccc3oc2=O)C2CC2)cc1 | -37 | 21 | i
Cc1ccc(C(=O)Nc2c(C)cc(-c3ccc(Cl)cc3)oc2=O)cc1 | -14 | 15 | i
Cc1onc(-c2ccccc2)c1C(=O)Oc1ccccc1 | -26 | 5 | i
COc1ccc(Cl)cc1-n1c(=S)sc2c(=O)n(-c3ccc(F)cc3)c(SCC(=O)O)nc21 | -15 | 0 | i
COc1ccc(-c2nc(CS(=O)CC(=O)NCc3ccccc3)c(C)o2)cc1OC (centres undefined) | -28 | 20 | i
CC(=O)C1=C(O)C(=O)N(c2ccc(Br)cc2)C1c1cccc([N+](=O)[O-])c1 (centres undefined) | -2 | 6 | i
Cc1cccc(C)c1OCC(O)Cn1ccnc1C (centres undefined) | -28 | 19 | i
Cc1cc(S(=O)(=O)Nc2ccc(C(=O)NCC(c3ccccc3)N(C)C)cc2)ccc1F (centres undefined) | -1 | 4 | i
CCCCNC(=S)N1CCN(CC)CC1 | 7 | 6 | i
Cc1cc(NC(=O)COC(=O)c2ccccc2NCCO)no1 | 1 | 14 | .
O=C(Nc1cccc(Cl)c1N1CCOCC1)c1cccs1 | -28 | 15 | i
COc1cc(/C=C2/OC(=O)c3cc([N+](=O)[O-])ccc32)cc(OC)c1OC | -15 | 43 | i
O=C(O)CN=C(NS(=O)(=O)c1ccc(Cl)cc1)c1ccc(F)cc1 | 3 | 2 | i
CS(=O)(=O)Nc1nc2ccccc2[nH]1 | -10 | 1 | i
CC1CCCCN1C(=O)CSc1nc2ncccc2[nH]1 (centres undefined) | -17 | 3 | i
COc1cccc(CC(=O)Nc2ccc(-c3csc(C)n3)cc2)c1 | -19 | 1 | i
COc1ccc(NC(=O)COc2ccc(C(=O)NCc3cccnc3)cc2OC)cc1 | -16 | 2 | .
Cc1cccc(C)c1NC(=O)Nc1cccs1 | -5 | 18 | i
O=C1/C(=C\c2cccs2)Sc2ccc3ccccc3c21 | 9 | 13 | i
Cc1cc(-c2ccc([N+](=O)[O-])cc2)nc2ccccc12 | -22 | 29 | i
Cc1ccccc1C1C2=C(Nc3[nH]n(-c4ccccc4)c(=O)c31)c1ccccc1C2=O (centres undefined) | -4 | 26 | i
C=CCN1C(=O)C(O)(CC(=O)c2ccc(-n3cccc3)cc2)c2ccccc21 (centres undefined) | -19 | 2 | i

Going on with the list.
SMILES | OX1R antag-1 | OX1R antag-2 | CHT PAM
Cc1cc(N(CCO)CCO)nc(-n2nc(C)cc2C)n1 | 10 | 0 | i
Fc1ccccc1Nc1nc2ccccc2n2nnnc12 | -12 | 22 | i
CN(C)S(=O)(=O)c1ccc(C(=O)N2CC(=O)Nc3ccc(F)cc3C2c2ccc(F)cc2)cc1 (centres undefined) | -28 | 3 | i
CCOC(=O)c1cn(CC(=O)Nc2cccc(F)c2)nn1 | -4 | -4 | i
CC1CN(C(=O)CCC(=O)NC2CCN(Cc3ccccc3)CC2)c2ccccc2O1 (centres undefined) | -17 | 5 | i
O=C(NC1CCCCC1)C1CCCN(S(=O)(=O)c2ccc(Br)s2)C1 (centres undefined) | -19 | 2 | i
CCOc1cc(NC(=S)NCc2ccco2)c(OCC)cc1NC(C)=O | -21 | 2 | i
Cc1cc(OCC(=O)Nc2ccncc2)cc(C)c1Cl | 53* | -3 | i
